T cruzi HTS: intracellular Trypanosoma cruzi inhibition. intracellular Trypanosoma cruzi in host cells, plate reader. activity score (inhibition), % at 5.01 µM. 22,000 tested, 4.9% active; in the data active = activity score above about 55%;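 also: parasites and compound incubated about four days before reading; 0% = median of neutral control wells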
INS-1E rescue: rescue of cytokine-induced death in INS-1E beta cells; INS-1E cytokine-induced death, ATP luminescence, 48 h; normalised: neutral wells 0, positive control 100; protection from cytokine-induced ATP loss, % at 10 µM; 20,000 tested, 0.1% active; AID 488910;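 active = mean replicate protection from cytokine-induced ATP loss at least 50% and at least 75% of replicates each reaching 50%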
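Assay system: INS-1E rat cells / Quantity: 8000 cells per well / Medium: RPMI without phenol red, 5% FBS / Probe or stimulus: three-cytokine cocktail (IFN-γ, TNF-α, IL-1β) / Dosing: one compound concentration, pin transfer / Timing: 48 h co-treatment, 10 min post-lysis read / Technique: CellTiter-Glo luminescence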
* = called active by the depositor; . = not tested or not shown. Not a hit list; about 4.8% have a hit in one of these screens.

SMILES	T cruzi HTS	INS-1E rescue
COc1ccc(S(=O)(=O)N(C)C[C@@H]2Oc3c(NC(=O)c4cnccn4)cccc3C(=O)N([C@@H](C)CO)C[C@H]2C)cc1	-7	0
Cc1noc(C)c1S(=O)(=O)Nc1ccc2c(c1)CC(=O)N([C@@H](C)CO)C[C@H](C)[C@H](CN(C)C(=O)Nc1ccccc1)O2	-4	6
C[C@H]1CN([C@@H](C)CO)C(=O)c2cc(N(C)C)ccc2O[C@H]1CN(C)CC1CCCCC1	-24	.
C[C@@H]1CN([C@@H](C)CO)C(=O)c2cc(NC(=O)Cn3cnnn3)ccc2O[C@H]1CN(C)S(=O)(=O)c1cn(C)cn1	-23	3
C[C@H]1CN([C@@H](C)CO)C(=O)Cc2cc(NC(=O)NC3CCCCC3)ccc2O[C@H]1CN(C)Cc1ccncc1	-39	8
COc1ccc(NC(=O)N(C)C[C@@H]2Oc3ccc(NS(=O)(=O)c4ccccc4)cc3CC(=O)N([C@H](C)CO)C[C@H]2C)cc1	-7	5
Cc1noc(C)c1NC(=O)N(C)C[C@H]1Oc2c(cccc2N(C)C)C(=O)N([C@H](C)CO)C[C@@H]1C	-6	5
C[C@H](CO)N1C[C@H](C)[C@H](CN(C)Cc2ccc3c(c2)OCO3)Oc2ncc(Br)cc2C1=O	-14	.
CC(C)NC(=O)N(C)C[C@H]1Oc2c(NC(=O)c3nc4ccccc4s3)cccc2C(=O)N([C@@H](C)CO)C[C@@H]1C	8	7
C[C@@H]1CN([C@H](C)CO)C(=O)c2cccc(N(C)C)c2O[C@H]1CN(C)C(=O)Nc1ccc(C(F)(F)F)cc1	21	-2
C[C@@H]1CN([C@H](C)CO)C(=O)c2cccc(NS(C)(=O)=O)c2O[C@H]1CN(C)C	-16	3
C[C@H](CO)N1C[C@H](C)[C@@H](CN(C)C(=O)Nc2ccc(F)cc2)Oc2ccc(NC(=O)C3CCCCC3)cc2C1=O	25	5
C[C@@H]1CN([C@@H](C)CO)C(=O)c2cc(NC(=O)Nc3ccc4c(c3)OCO4)ccc2O[C@@H]1CN(C)C(=O)NC1CCCCC1	9	11
C[C@@H]1CN([C@H](C)CO)C(=O)c2cccc(N(C)C)c2O[C@H]1CN(C)S(=O)(=O)c1cn(C)cn1	-17	2
C[C@H](CO)N1C[C@H](C)[C@H](CN(C)Cc2ccc(C(F)(F)F)cc2)Oc2ccc(NC(=O)Nc3ccc(F)cc3)cc2C1=O	58*	.
C[C@@H]1CN([C@@H](C)CO)C(=O)Cc2cc(NS(=O)(=O)c3cccs3)ccc2O[C@@H]1CN(C)C(=O)NC1CCCCC1	-12	1
C[C@H]1CN([C@@H](C)CO)C(=O)c2cc(NC(=O)NC3CCCCC3)ccc2O[C@@H]1CN(C)Cc1ccc(Cl)c(Cl)c1	0	-29
C[C@@H]1CN([C@H](C)CO)C(=O)Cc2cc(NC(=O)Cc3ccccc3)ccc2O[C@@H]1CN(C)Cc1ccc2c(c1)OCO2	-12	1
COc1ccc(S(=O)(=O)Nc2ccc3c(c2)CC(=O)N([C@H](C)CO)C[C@H](C)[C@H](CN(C)Cc2ccc(Oc4ccccc4)cc2)O3)cc1	22	-16
C[C@@H]1CN([C@@H](C)CO)C(=O)c2cccc(NS(=O)(=O)c3cn(C)cn3)c2O[C@H]1CN(C)CC1CCCCC1	62*	4
C[C@H](CO)N1C[C@H](C)[C@H](CN(C)S(=O)(=O)c2cn(C)cn2)Oc2ccc(NC(=O)CCCN(C)C)cc2C1=O	-6	.
COc1ccc(NC(=O)Nc2cccc3c2O[C@@H](CN(C)S(=O)(=O)c2cccs2)[C@H](C)CN([C@@H](C)CO)C3=O)cc1	-3	1
CNC[C@@H]1Oc2ccc(NS(=O)(=O)c3ccc(F)cc3)cc2CC(=O)N([C@H](C)CO)C[C@H]1C	-8	0
Cc1ccc(S(=O)(=O)N(C)C[C@H]2Oc3ccc(NC(=O)NC(C)C)cc3CC(=O)N([C@@H](C)CO)C[C@H]2C)cc1	9	-5
C[C@H]1CN([C@@H](C)CO)C(=O)c2cccc(NC(=O)c3ccc(-c4nccs4)cc3)c2O[C@H]1CN(C)Cc1ccccc1	0	-19
C[C@@H]1CN([C@H](C)CO)C(=O)c2cc(NS(=O)(=O)c3cccs3)ccc2O[C@H]1CN(C)Cc1ccc(Oc2ccccc2)cc1	-19	.
COc1cc(O)cc(OC)c1/C=N/NC(=O)CCCCCCC(=O)Nc1ccccc1O	-14	-2
Cc1ccc(S(=O)(=O)Nc2ccc3c(c2)CC(=O)N([C@@H](C)CO)C[C@H](C)[C@@H](CN(C)S(=O)(=O)c2ccccc2)O3)cc1	-1	5
C[C@@H]1CN([C@H](C)CO)C(=O)c2cccc(NS(=O)(=O)c3ccccc3)c2O[C@H]1CN(C)S(=O)(=O)c1cccs1	3	6
Cc1ccc(S(=O)(=O)N(C)C[C@@H]2Oc3ccc(NC(=O)Nc4ccccc4)cc3CC(=O)N([C@@H](C)CO)C[C@@H]2C)cc1	11	3
Cc1ccc(S(=O)(=O)Nc2cccc3c2O[C@@H](CN(C)Cc2ccc(Cl)c(Cl)c2)[C@H](C)CN([C@H](C)CO)C3=O)cc1	37	-4
C[C@@H]1CN([C@H](C)CO)C(=O)Cc2cc(NC(=O)Nc3ccc(C(F)(F)F)cc3)ccc2O[C@@H]1CN(C)Cc1ccc(C(=O)Nc2ccccc2N)cc1	83*	-11
C[C@H]1CN([C@@H](C)CO)C(=O)c2cccc(NC(=O)c3cnccn3)c2O[C@@H]1CN(C)S(=O)(=O)c1ccccc1	-11	8
C[C@@H]1CN([C@H](C)CO)C(=O)Cc2cc(NS(=O)(=O)c3cccs3)ccc2O[C@@H]1CN(C)Cc1ccc(Oc2ccccc2)cc1	51	-15
C[C@H]1CN([C@@H](C)CO)C(=O)c2cc(NC(=O)Cc3cn(C)c4ccccc34)ccc2O[C@H]1CN(C)C	13	4
C[C@H](CO)N1C[C@H](C)[C@H](CN(C)CC2CC2)Oc2c(NS(=O)(=O)c3ccc(Cl)cc3)cccc2C1=O	-12	1
C[C@H]1CN([C@@H](C)CO)C(=O)c2cc(NC(=O)Cc3cn(C)c4ccccc34)ccc2O[C@H]1CN(C)Cc1ccc2c(c1)OCO2	17	.
C[C@H](CO)N1C[C@H](C)[C@H](CN(C)C(=O)NC2CCCCC2)Oc2ccc(NS(=O)(=O)c3ccc(Cl)cc3)cc2CC1=O	-2	-2
Cc1ccc(S(=O)(=O)N(C)C[C@@H]2Oc3ccc(N(C)C)cc3C(=O)N([C@@H](C)CO)C[C@@H]2C)cc1	8	-6
COc1ccc(S(=O)(=O)Nc2cccc3c2O[C@H](CN(C)C(=O)Nc2c(C)noc2C)[C@H](C)CN([C@H](C)CO)C3=O)cc1	-12	15
C[C@@H]1CN([C@@H](C)CO)C(=O)c2cc(NC(=O)Nc3ccc4c(c3)OCO4)ccc2O[C@H]1CN(C)C(=O)Nc1ccc(F)cc1	-2	12
Cc1ccc(S(=O)(=O)N(C)C[C@@H]2Oc3c(NC(=O)C4CC4)cccc3C(=O)N([C@@H](C)CO)C[C@@H]2C)cc1	-86	-11
COc1ccc(NC(=O)Nc2ccc3c(c2)CC(=O)N([C@@H](C)CO)C[C@H](C)[C@@H](CN(C)C)O3)cc1	3	-3
C[C@H]1CN([C@@H](C)CO)C(=O)c2cc(NS(=O)(=O)c3ccc(F)cc3)ccc2O[C@H]1CN(C)Cc1ccc(C(=O)O)cc1	6	.
C[C@@H]1CN([C@H](C)CO)C(=O)c2cccc(NC(=O)NC3CCCCC3)c2O[C@H]1CN(C)C	4	4

Copied from the list:
`Cc1ccc(S(=O)(=O)Nc2cccc3c2O[C@@H](CN(C)Cc2ccc(Cl)c(Cl)c2)[C@H](C)CN([C@H](C)CO)C3=O)cc1` in T cruzi HTS reads 37
`C[C@H]1CN([C@@H](C)CO)C(=O)c2cc(NS(=O)(=O)c3ccc(F)cc3)ccc2O[C@H]1CN(C)Cc1ccc(C(=O)O)cc1` in T cruzi HTS reads 6

Continued.
SMILES	T cruzi HTS	INS-1E rescue
C[C@H](CO)N1C[C@H](C)[C@@H](CN(C)S(=O)(=O)c2ccc(Cl)cc2)Oc2c(NS(=O)(=O)c3ccc(Cl)cc3)cccc2C1=O	19	-7
CC(C)NC(=O)Nc1ccc2c(c1)CC(=O)N([C@@H](C)CO)C[C@@H](C)[C@@H](CN(C)CC1CCCCC1)O2	-10	1
C[C@@H]1CN([C@@H](C)CO)C(=O)Cc2cc(NS(=O)(=O)c3ccc(F)cc3)ccc2O[C@@H]1CN(C)S(=O)(=O)c1cn(C)cn1	-21	5
C[C@H]1CN([C@@H](C)CO)C(=O)c2cccc(NC(=O)c3ccncc3)c2O[C@H]1CN(C)S(=O)(=O)c1ccccc1	-1	14
C[C@@H]1CN([C@H](C)CO)C(=O)Cc2cc(NC(=O)Cc3cn(C)c4ccccc34)ccc2O[C@@H]1CN(C)C	-21	7
C[C@H](CO)N1C[C@H](C)[C@@H](CN(C)Cc2ccc(C(=O)O)cc2)Oc2ccc(NC(=O)NC3CCCCC3)cc2C1=O	-2	2
COc1ccc(NC(=O)Nc2cccc3c2O[C@H](CN(C)S(=O)(=O)c2ccc(F)cc2)[C@H](C)CN([C@H](C)CO)C3=O)cc1	-11	-3
O=C(O)CCCCCCC(=O)N/N=C/c1ccc[nH]1	-36	-2
C[C@@H]1CN([C@H](C)CO)C(=O)Cc2cc(NC(=O)CCC(F)(F)F)ccc2O[C@H]1CN(C)C(=O)Nc1cccc2ccccc12	-7	0
C[C@H](CO)N1C[C@H](C)[C@H](CN(C)C(=O)Nc2cccc3ccccc23)Oc2c(NS(=O)(=O)c3ccc(F)cc3)cccc2C1=O	36	-5
Cc1noc(C)c1S(=O)(=O)Nc1cccc2c1O[C@@H](CN(C)Cc1ccc(-c3ccccc3)cc1)[C@@H](C)CN([C@H](C)CO)C2=O	-1	-17
CNC[C@H]1Oc2c(NS(C)(=O)=O)cccc2C(=O)N([C@H](C)CO)C[C@H]1C	-11	-1
C[C@H]1CN([C@@H](C)CO)C(=O)Cc2cc(N(C)C)ccc2O[C@H]1CN(C)Cc1ccc(-c2ccccc2)cc1	50	-35
Cc1noc(C)c1NC(=O)N(C)C[C@@H]1Oc2ccc(NC(=O)NC3CCCCC3)cc2C(=O)N([C@H](C)CO)C[C@H]1C	-16	9
COc1ccc(S(=O)(=O)N(C)C[C@@H]2Oc3ccc(NS(=O)(=O)c4c(C)noc4C)cc3CC(=O)N([C@H](C)CO)C[C@@H]2C)cc1	3	11

Molecules above with a Cl atom:
SMILES	T cruzi HTS	INS-1E rescue
C[C@H]1CN([C@@H](C)CO)C(=O)c2cc(NC(=O)NC3CCCCC3)ccc2O[C@@H]1CN(C)Cc1ccc(Cl)c(Cl)c1	0	-29
Cc1ccc(S(=O)(=O)Nc2cccc3c2O[C@@H](CN(C)Cc2ccc(Cl)c(Cl)c2)[C@H](C)CN([C@H](C)CO)C3=O)cc1	37	-4
C[C@H](CO)N1C[C@H](C)[C@H](CN(C)CC2CC2)Oc2c(NS(=O)(=O)c3ccc(Cl)cc3)cccc2C1=O	-12	1
C[C@H](CO)N1C[C@H](C)[C@H](CN(C)C(=O)NC2CCCCC2)Oc2ccc(NS(=O)(=O)c3ccc(Cl)cc3)cc2CC1=O	-2	-2
C[C@H](CO)N1C[C@H](C)[C@@H](CN(C)S(=O)(=O)c2ccc(Cl)cc2)Oc2c(NS(=O)(=O)c3ccc(Cl)cc3)cccc2C1=O	19	-7

(next part)
SMILES	T cruzi HTS	INS-1E rescue
COc1ccc(S(=O)(=O)Nc2ccc3c(c2)C(=O)N([C@H](C)CO)C[C@H](C)[C@H](CN(C)Cc2ccc(Oc4ccccc4)cc2)O3)cc1	22	1
C[C@H](CO)N1C[C@H](C)[C@@H](CN(C)CC2CC2)Oc2c(NS(=O)(=O)c3cn(C)cn3)cccc2C1=O	-34	5
Cc1noc(C)c1S(=O)(=O)N(C)C[C@H]1Oc2ccc(NC(=O)CCC(F)(F)F)cc2CC(=O)N([C@@H](C)CO)C[C@H]1C	-1	1
C[C@@H]1CN([C@@H](C)CO)C(=O)c2cccc(NC(=O)Nc3ccc4c(c3)OCO4)c2O[C@H]1CN(C)CC1CC1	3	-2
C[C@@H]1CN([C@H](C)CO)C(=O)Cc2cc(NC(=O)Nc3ccccc3)ccc2O[C@@H]1CN(C)C(=O)Nc1ccc(C(F)(F)F)cc1	6	5
CNC[C@H]1Oc2ccc(NS(=O)(=O)c3ccc(F)cc3)cc2C(=O)N([C@H](C)CO)C[C@H]1C	-11	-9
C[C@@H]1CCCCO[C@@H](CN(C)C(=O)c2ccncc2)[C@@H](C)CN([C@H](C)CO)C(=O)c2cc(NS(=O)(=O)c3ccccc3)ccc2O1	-7	3
COc1ccc(CN(C)C[C@H]2Oc3ccc(NC(=O)CCN4CCOCC4)cc3C(=O)N([C@H](C)CO)C[C@H]2C)cc1	-27	12
C[C@H](CO)N1C[C@H](C)[C@H](CN(C)C(=O)Nc2ccc(F)cc2)Oc2ccc(NS(=O)(=O)c3ccc(Cl)cc3)cc2C1=O	7	.
CNC[C@@H]1Oc2ccc(NC(=O)C3CC3)cc2CC(=O)N([C@H](C)CO)C[C@@H]1C	-27	9
CN(CCO)c1ccc(/C=N/NC(=O)c2cccc(C(=O)NO)c2)cc1	-3	-9
C[C@H]1CN([C@@H](C)CO)C(=O)Cc2cc(NC(=O)c3ccncc3)ccc2O[C@@H]1CN(C)S(=O)(=O)c1cn(C)cn1	-34	10
C[C@H]1CN([C@@H](C)CO)C(=O)c2cc(NS(=O)(=O)c3cn(C)cn3)ccc2O[C@@H]1CN(C)Cc1ccc(C(F)(F)F)cc1	2	1
